Assay outcomes as filed in PubChem BioAssay.
TDP1 block: qHTS Assay for Inhibitors of Tyrosyl-DNA Phosphodiesterase (TDP1); Tyrosyl-DNA phosphodiesterase 1 (Homo sapiens), Q9NUW8; AID 485290, 2010; 0.28% of 350,000 active; recombinant TDP1, AlphaScreen DNA substrate cleavage; Potency, µM (highest dose often 130 µM), for the others: at the highest dose activity change, negative = inhibition, most hits filed as inhibitors; note: nearly all actives have a fitted effect of over 40% in size
Target sequence (Q9NUW8 whole entry, looked up): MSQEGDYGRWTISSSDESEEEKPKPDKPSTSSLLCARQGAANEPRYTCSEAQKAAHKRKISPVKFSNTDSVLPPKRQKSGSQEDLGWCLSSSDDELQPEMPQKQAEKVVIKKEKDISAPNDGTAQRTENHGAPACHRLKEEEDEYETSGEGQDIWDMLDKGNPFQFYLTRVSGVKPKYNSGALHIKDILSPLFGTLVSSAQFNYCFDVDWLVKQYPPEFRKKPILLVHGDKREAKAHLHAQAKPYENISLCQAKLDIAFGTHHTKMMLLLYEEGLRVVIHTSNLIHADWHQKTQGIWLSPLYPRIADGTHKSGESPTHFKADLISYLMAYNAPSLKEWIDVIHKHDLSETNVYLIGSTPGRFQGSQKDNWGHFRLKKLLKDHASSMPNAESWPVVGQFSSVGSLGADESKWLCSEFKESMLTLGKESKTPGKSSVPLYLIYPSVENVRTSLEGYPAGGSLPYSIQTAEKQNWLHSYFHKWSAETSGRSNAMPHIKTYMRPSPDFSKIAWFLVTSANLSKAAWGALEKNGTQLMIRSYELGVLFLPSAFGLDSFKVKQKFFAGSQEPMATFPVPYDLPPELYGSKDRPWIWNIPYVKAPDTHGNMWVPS
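Signal: AlphaScreen proximity between streptavidin donor and anti-FITC acceptor beads on intact substrate. Reaction: Tdp1 1 nM, substrate 15 nM final, 5 min RT after 15 min compound preincubation.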
FEN1 inhibitor: qHTS Assay for the Inhibitors of Human Flap endonuclease 1 (FEN1). Recombinant FEN1 flap cleavage, fluorescence, 15 min. Potency, µM (top dose mostly 114 µM), for the others: at the top dose activity change, negative = inhibition, usual class: inhibitors. P39748. 0.35% of 390,000 active; note: nearly all actives have a fitted effect of over 65% in size
Target sequence (P39748 whole entry, looked up): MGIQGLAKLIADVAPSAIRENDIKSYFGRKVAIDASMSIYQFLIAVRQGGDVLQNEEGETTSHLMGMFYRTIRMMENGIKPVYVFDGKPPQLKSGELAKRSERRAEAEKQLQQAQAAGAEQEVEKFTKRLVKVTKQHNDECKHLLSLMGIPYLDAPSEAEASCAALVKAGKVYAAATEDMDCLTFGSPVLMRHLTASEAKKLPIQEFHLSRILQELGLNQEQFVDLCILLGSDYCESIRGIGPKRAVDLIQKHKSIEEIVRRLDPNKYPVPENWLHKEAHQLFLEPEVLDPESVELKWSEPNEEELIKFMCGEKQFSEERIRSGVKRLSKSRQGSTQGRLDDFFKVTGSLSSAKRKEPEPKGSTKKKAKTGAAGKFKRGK
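Nuclease activity of 10 nM FEN1 was measured after 15 min of room-temperature exposure to titrated compounds, by adding 50 nM flap substrate and reading plates at 0 and 15 min.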
N370S GC mod: qHTS Assay for Inhibitors and Activators of N370S glucocerebrosidase as a Potential Chaperone Treatment of Gaucher Disease. Lysosomal acid glucosylceramidase (Homo sapiens), P04062. N370S GC spleen homogenate, 4MU-glucoside fluorescence. Potency, µM (doses to about 59.4 µM), for the others: at the highest dose activity change, negative = inhibition, usual class: inhibitors. 0.092% of 330,000 active. AID 2101, 2009;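 note: 0% = full enzyme activity and -100% = no enzyme basal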
Starred values were filed as active, the others as inactive; ? = inconclusive; · = no result given; & = joins results of further samples; [ ] = remark or other dose. Calls come from the whole dose curve; as a rule, active = well fitted curve in the direction sought with a large enough effect; inconclusive = small, poorly fitted or top-dose-only effect, or another doubt; inactive = no such curve, though single readings can be large; an effect the other way counts as inactive or inconclusive. Unless noted, % is set by controls: 0 for no effect and ±100 for the full control effect; potency is the fitted concentration of half-maximal effect.

SMILES	TDP1 block	FEN1 inhibitor	N370S GC mod
COc1cc(C2=NOC(C(=O)NCc3cccs3)C2)cc(OC)c1OC (configuration not stated)	3%	-4%	9%
C/C(=N\NC(=O)c1ccc(Cn2cc([N+](=O)[O-])cn2)o1)c1cccc(NC(=O)c2cccnc2)c1	3%	1%	-7%
c1ccc2c(CCN3CCNC[C@H]3Cc3cccc4ccccc34)cccc2c1	-3%	-15%	·
COCc1cccc(N2C(=O)CC(C3C=C(C)C4C(=O)N(c5cccc(COC)c5)C(=O)C4C3)C2=O)c1 (configuration not stated)	1%	8%	-29%
Oc1ccccc1CNc1cnc2ccccc2c1	6%[56.1 µM]	6%	-6%
CCS(=O)(=O)c1ccc2c(c1)N(S(=O)(=O)c1ccccc1)CC(C(=O)O)O2 (configuration not stated)	6%	-10%	6%
Cc1cc(C)n(CC(=O)Nc2ccc(F)c(F)c2)c(=O)c1C#N	1%	0%	·
CC1CN(C(=O)N2CCC(C(=O)NCc3cccs3)CC2)c2ccccc2O1 (configuration not stated)	-1%	5%	·
Cc1ccc2c(=O)cc(C(=O)Nc3ccc(S(=O)(=O)N4CCCCC4)cc3)oc2c1	-2%	5%	·
C=N[C@H](C(=O)N[C@@H]1C(=O)N2[C@@H]1SC(C)(C)[C@@H]2C(=O)O)c1ccccc1	6%[56.1 µM]	·	0%[21.6 µM]

Random excerpt: 2 compounds from above, in no set order.
SMILES	TDP1 block	FEN1 inhibitor	N370S GC mod
C=N[C@H](C(=O)N[C@@H]1C(=O)N2[C@@H]1SC(C)(C)[C@@H]2C(=O)O)c1ccccc1	6%[56.1 µM]	·	0%[21.6 µM]
Cc1cc(C)n(CC(=O)Nc2ccc(F)c(F)c2)c(=O)c1C#N	1%	0%	·

Going on with the list:
SMILES	TDP1 block	FEN1 inhibitor	N370S GC mod
CC(C)Oc1ccc(CNC(=O)Cn2c(=O)c3cccn3c3cccnc32)cc1	-1%	-4%	?
Cc1ccc(NC(=O)c2cc(-c3ccc(Br)s3)nc3ccccc23)cc1F	8%	-5%	·
O=C(Nc1cccc(C(=O)O)c1)Nc1cccc2ccccc12	·	15%	?
COc1ccc(CCn2cc3c(c2-c2ccc(Br)cc2)c(=O)n(C)c(=O)n3C)cc1OC	2%	-14%	·
Cc1ccc(C)c(S(=O)(=O)N/N=C/c2ccc(C(=O)O)cc2)c1	4%	0%	0%
Oc1ccc(Nc2nc(-c3ccc(O)cc3)cs2)cc1	13%	-14%	16µM*
O=C(Nc1ccc(Cl)cc1)c1cccnc1N1CCCCC1	-1%	-14%	1%
CCCCCCC(=O)N/N=C(\C)Cc1ccccc1	0%	-16%	1%
Cc1ccc(-n2nnnc2SCC(=O)Nc2ccccc2-c2ccccc2)cc1C	5%	-8%	8%
Cc1ccc(NC(=O)N2CCCCCC2)cc1C	0%	-17%	0%
CS(=O)(=O)c1ccc(C(=O)OCC(=O)N2CCCc3ccccc32)cc1	1%	3%	1%
Cc1ccc(C(=O)CSc2nnc3n2CCCCC3)s1	1%	-11%	·
CS(=O)(=O)Nc1cccc(C2=NN(C(=O)c3ccccc3Cl)C(c3ccccc3O)C2)c1 (configuration not stated)	5%	-1%	-12%
O=c1cc(-c2ccc([N+](=O)[O-])cc2)c2ccc(O)cc2o1	-6%	6%	1%
CC(Oc1ccc(Br)cc1)C(=O)Nc1cc(S(=O)(=O)N2CCOCC2)ccc1N1CCCC1 (configuration not stated)	·	16%	7%
O=C(Nc1cccc(O)c1)c1ccc(NC(=O)C2CCCO2)cc1 (configuration not stated)	·	12%	-6%
CNCCCCOc1ccccc1-c1ccccc1	-3%	2%	3%
Cc1ccc(NS(=O)(=O)c2ccc(NC(=O)c3ccc(Br)o3)cc2)c(C)c1	6%	-6%	-5%
O=C(O)CSc1ncnc2scc(-c3ccc(Br)cc3)c12	·	0%	-6%
CC1(C)CC(NC(=S)NCc2ccco2)CC(C)(C)N1	0%	-6%	-10%
O=[N+]([O-])c1ccc(N2CCN(Cc3ccc4c(c3)OCO4)CC2)nc1	·	1%	-30%
CCNC(=S)NNC(=O)c1cc(-c2cccc(OC)c2)nc2ccccc12	10%	-3%	4%
Cc1ccccc1Nc1nc(N)nc(CN2C(=O)NC3(CCCCC3C)C2=O)n1 (configuration not stated)	5%	3%	-6%[2.35 µM]
O=C(NNC(=S)NC1CCCCC1)c1sc2ccccc2c1Cl	4%	-2%	9%
Cc1cc(C)cc(CC(CC(=O)Nc2ccc(Cl)cc2)C(=O)O)c1 (configuration not stated)	·	-3%	-14%
Cc1noc(C)c1-c1ccc2ncnc(NCc3ccc4[nH]ccc4c3)c2c1	17%	·	-7%
CCCCc1nc2cc(C(=O)NCCc3cnn(C)c3)ccc2o1	5%[56.1 µM]	-7%	-2%
CCC(C)NC(=O)c1ccccc1-c1ccccc1C(=O)NC(C)CC (configuration not stated)	0%	0%	13%
O=C(CCN=C1NS(=O)(=O)c2ccccc21)N1CCc2ccccc2C1	1%	-7%	-4%
Cc1ccc(S(=O)(=O)Nc2ccc3c(c2)OCCO3)cc1	-8%	4%	-2%
C#CC(C)(CC)NC(=O)c1cc2c(n(-c3ccc(Cl)cc3)c1=O)CC(C)(C)CC2=O (configuration not stated)	3%	-16%	·
C#CCSc1[nH]c(=O)cc(C)c1C#N	-5%	1%	1%
COc1cc(NC(=O)CCc2c(C)nn(-c3ccc(N4CCOCC4)nn3)c2C)cc(OC)c1OC	1%&5%	-15%&-7%	1%
COc1ccc(N2CC(O)=C(c3nc(-c4ccc(Cl)cc4)cs3)C2=N)cc1	-3%	23%	3%
N#Cc1ccncc1Sc1ccc(Cl)cc1	·	2%	0%
CC1CCCC(NC(=O)COC(=O)/C=C/c2ccc(F)cc2)C1C (configuration not stated)	-3%	1%	·
O=C(Cc1c(F)cccc1Cl)Nc1cc(S(=O)(=O)N2CCOCC2)ccc1N1CCCC1	2%	-1%	·
COc1ccc(CCN(C)C2CCCN(C(=O)Cn3cccn3)C2)cc1OC (configuration not stated)	-2%	18%	0%
Cc1cccc(C(=O)Nc2ccccc2N2CCN(c3ccc(F)cc3)CC2)c1	7%	9%	5%
COCCn1cc(C(=O)NCc2cccs2)c2c3ccccc3n(C)c2c1=O	-4%	5%	-7%

Single records (already shown). Values in the order: TDP1 block, FEN1 inhibitor, N370S GC mod
C#CC(C)(CC)NC(=O)c1cc2c(n(-c3ccc(Cl)cc3)c1=O)CC(C)(C)CC2=O (configuration not stated) in the list: 3%, -16%, ·
O=C(Cc1c(F)cccc1Cl)Nc1cc(S(=O)(=O)N2CCOCC2)ccc1N1CCCC1 in the list: 2%, -1%, ·
COc1ccc(N2CC(O)=C(c3nc(-c4ccc(Cl)cc4)cs3)C2=N)cc1 in the list: -3%, 23%, 3%

Next results follow:
SMILES	TDP1 block	FEN1 inhibitor	N370S GC mod
Cc1cccc(C(=O)NNC(=O)Nc2ccccc2)c1	-2%	4%	1%
C/C(=N\NC(=O)c1ccc(OC2OCCOC2Oc2ccc(C(=O)N/N=C(\C)c3ccncc3)cc2)cc1)c1ccncc1 (configuration not stated)	-1%	-33%	-4%
COCC(C)NS(=O)(=O)c1ccc(C(=O)NCCCn2ccc3ccccc32)cc1 (configuration not stated)	6%	9%	-11%
CCOC(=O)C1(CCCc2ccccc2)CCN(C(=O)[C@@H]2C[C@@H](C)NC(=S)N2)CC1	3%	-5%	2%
Cn1c(SCC(=O)c2ccc(F)cc2)nnc1-c1ccccc1N	4%	-6%	-4%
CCOC(=O)Nc1csnn1	·	-1%	-5%
CCOC(=O)c1c(C)[nH]c(C(=O)COC(=O)c2cc(C)oc2C)c1C	-9%	18%	·
COc1ccccc1CN1CCN(C(=O)c2ccncc2)CC1	-13%	-8%	2%
COc1ccc(/C=C(/NC(=O)c2ccccc2)C(=O)N/N=C/c2sccc2C)cc1	2%	-3%	8%
CC1=C(C(=O)N(C)CCC#N)C2(CCCCC2)OC1=O	7%	0%	-5%

Quoted from the listing.
Under TDP1 block, COc1ccc(/C=C(/NC(=O)c2ccccc2)C(=O)N/N=C/c2sccc2C)cc1 has 2%
Under FEN1 inhibitor, COCC(C)NS(=O)(=O)c1ccc(C(=O)NCCCn2ccc3ccccc32)cc1 (configuration not stated) has 9%
Under N370S GC mod, CCOC(=O)Nc1csnn1 has -5%
Under FEN1 inhibitor, CC1=C(C(=O)N(C)CCC#N)C2(CCCCC2)OC1=O has 0%
Under FEN1 inhibitor, CCOC(=O)C1(CCCc2ccccc2)CCN(C(=O)[C@@H]2C[C@@H](C)NC(=S)N2)CC1 has -5%
Under TDP1 block, C/C(=N\NC(=O)c1ccc(OC2OCCOC2Oc2ccc(C(=O)N/N=C(\C)c3ccncc3)cc2)cc1)c1ccncc1 (configuration not stated) has -1%

(list continues)
SMILES	TDP1 block	FEN1 inhibitor	N370S GC mod
O=C(N/N=C/c1cccc([N+](=O)[O-])c1)C1CC(=O)N(c2ccc(F)cc2)C1 (configuration not stated)	3%	-11%	18%
O=[N+]([O-])c1ccc(C2=NCCO2)cc1	·	-11%	-6%
COC(=O)c1ccc2c(c1)N(CC(=O)Nc1cccc(Cl)c1C)C(=O)c1ccccc1S2	-2%	6%	·
CCCNC(=O)c1ccc(N2CCC3(CC2)CC(c2cccc(Br)c2)=NO3)c(NC(=O)c2c(Cl)cccc2Cl)c1	-1%	-1%	0%
Cc1ccc(Nc2cc(C)nc3ncnn23)cc1	·	6%	-2%
O=C(CNCc1ccccn1)Nc1cc(C(F)(F)F)ccc1N1CCOCC1	3%	16%	20%
O=C(CSc1n[nH]c(-c2cccnc2)n1)Nc1ccc([N+](=O)[O-])cc1	10%	2%	2%
COc1cc(NC(=O)Cn2c(=O)n(-c3ccccc3)c(=O)c3c4c(sc32)CCCC4)cc(OC)c1	2%	4%	·
O=C(N/N=C/c1[nH]c2ccccc2c1Cl)c1cccc(Br)c1	-4%	-16%	5%
O=c1c(N2CCc3ccccc3C2)csc2ccc(Cl)cc12	4%	-14%	·

Entries shown so far with an aryl thioether with sulfur outside any ring, in the order listed:
SMILES	TDP1 block	FEN1 inhibitor	N370S GC mod
Cc1ccc(-n2nnnc2SCC(=O)Nc2ccccc2-c2ccccc2)cc1C	5%	-8%	8%
Cc1ccc(C(=O)CSc2nnc3n2CCCCC3)s1	1%	-11%	·
O=C(O)CSc1ncnc2scc(-c3ccc(Br)cc3)c12	·	0%	-6%
C#CCSc1[nH]c(=O)cc(C)c1C#N	-5%	1%	1%
N#Cc1ccncc1Sc1ccc(Cl)cc1	·	2%	0%
Cn1c(SCC(=O)c2ccc(F)cc2)nnc1-c1ccccc1N	4%	-6%	-4%
O=C(CSc1n[nH]c(-c2cccnc2)n1)Nc1ccc([N+](=O)[O-])cc1	10%	2%	2%

Next records:
SMILES	TDP1 block	FEN1 inhibitor	N370S GC mod
Nc1nc(NCc2ccco2)nc(NCCO)c1[N+](=O)[O-]	4%	-16%	-1%
COc1ccc(C(=O)N/C(=C/c2cccnc2)C(=O)N2CCOCC2)cc1OC	·	30%	-1%
Cc1cc(C)c(S(=O)(=O)N2CCC(N3CCN(Cc4ccccc4)C(=O)C3=O)CC2)c(C)c1	0%	19%	·
Cc1ccc(S(=O)(=O)N(C)C)cc1NC(=O)COC(=O)Cc1ccccc1F	4%	5%	-1%
Cc1cc(C)c2c(=O)[nH]n(C3CC(C)N(C)CC3C)c2n1 (configuration not stated)	-1%	4%	-2%
CCOCCc1nnc(NC(=O)C(C)Oc2ccccc2)s1 (configuration not stated)	-4%	3%	1%
Cc1cc(C)c(C#N)c(SCc2ccccc2[N+](=O)[O-])n1	5%	16%	17%
CCOC(=O)c1c(C)[nH]c(C(=O)OCC(=O)N2CCN(S(=O)(=O)c3ccc(C)cc3C)CC2)c1C	2%	-14%	·
CC(C)N(c1ccccc1)c1ccc(NC(=O)C2CCCO2)cc1 (configuration not stated)	4%	-7%	16%
O=C(Nc1ccc(S(=O)(=O)N2CCOCC2)cc1)C1CCN(S(=O)(=O)c2ccccc2)CC1	4%	9%	-10%
COc1ccc(-c2nc(CS(=O)CC(=O)NC3CCCCC3C)c(C)o2)cc1OC (configuration not stated)	3%	20%	-12%
CSc1ncccc1C(=O)OCC(=O)NC1CCCCC1	0%	6%	·
O=[N+]([O-])/C(C=Nc1ccccc1O)=C\Nc1ccccc1O	4%	-20%	-13%
Cc1cccc(OCC(=O)Nc2nc3c(s2)CC(C(C)(C)C)CC3)c1C (configuration not stated)	0%	-7%	·
O=C(NCCCc1ccccc1)C1CCC(=O)N(CCc2ccc(Cl)cc2)C1 (configuration not stated)	2%	-5%	-9%
Cc1ccc(C)c(N2CCN(C(=O)CCc3nc(-c4cccc(F)c4)no3)CC2)c1	-3%[56.1 µM]	-14%	·
Cc1cc(=O)n2ccsc2n1	3%	9%	3%
O=C(CSc1nc(-c2ccc(F)cc2)cs1)NCC1CCCO1 (configuration not stated)	0%	-3%	·
CCc1nnc(N/N=C/c2c(Cl)cccc2Cl)n1N	4%	7%	7%
CCOC(=O)c1ccc2c(c1)nc(COc1ccccc1C#N)n2CC	0%	·	1%
